Screening data: PubChem BioAssay, several laboratories
hgDAF12 agonist: activates the H. glycines DAF-12 receptor ligand-binding domain; activation, % at 6.8 µM; HEK293 GAL4-hgDAF12 UAS-luciferase reporter, agonist luminescence; normalized to butyrate control; actives 1.8% (n = 370,000);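 active = activation above a cutoff set at the mean of all screened compounds plus 3 SD, cut at about 10% in these data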;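 note: 0% = DMSO wells and 100% = sodium butyrate wells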
DAX1 inh-1: blocks DAX1 repression of SF-1 activated StAR promoter; actives 1.1% (n = 370,000); HEK293T StAR-luciferase reporter, SF-1/DAX-1 repression relief; AID 652010; inhibition, % at 6.8 µM;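 active = inhibition above the mean over all tested compounds plus 3 SD, cut at about 3.6% in these data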;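 note: 0% = DAX-1 cells with DMSO and 100% = cells lacking DAX-1 with DMSO; higher inhibition means more luminescence from relief of DAX-1 repression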
GC-B act: GC-B (human) receptor activation. HEK293-GC-B cells, CNP EC30, cGMP TR-FRET; 0% at EC30 CNP, 100% saturating CNP. activation, % at 10 µM. actives 0.11% (n = 370,000);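 active = activation at 10 µM reaching about 35% in either raw or pattern-adjusted values, limit read from the data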
proKLK7 act: activates the human kallikrein-7 zymogen; P49862; purified proKLK7, EDANS-DABCYL substrate fluorescence; 100% is mature enzyme control, 0% vehicle; activation, % at 7 µM; actives 0.9% (n = 370,000);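 active = activation above the mean of all tested compounds plus 3 SD, computed per campaign excluding outliers beyond control limits, cut at about 13% in these data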
Target sequence (P49862 whole entry, looked up): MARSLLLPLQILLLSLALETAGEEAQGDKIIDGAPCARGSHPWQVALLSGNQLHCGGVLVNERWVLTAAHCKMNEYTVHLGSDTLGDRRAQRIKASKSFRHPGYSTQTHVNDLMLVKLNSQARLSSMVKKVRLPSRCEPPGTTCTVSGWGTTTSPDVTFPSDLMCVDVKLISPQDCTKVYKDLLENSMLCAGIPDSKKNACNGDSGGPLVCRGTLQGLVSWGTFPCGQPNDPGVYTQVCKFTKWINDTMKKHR
DAX1 inh-2: inhibits human nuclear receptor DAX1 | P51843 | HEK293 Gal4-DAX1 luciferase reporter, luminescence | inhibition, % at 6.75 µM | actives 0.99% (n = 340,000) | AID 504766;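 active = inhibition above the mean over all tested compounds plus 3 SD, cut at about 4.2% in these data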;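 note: 0% = DAX1-transfected cells with DMSO and 100% = empty-vector control cells with DMSO; inhibition shows as a rise in luminescence from relieved DAX1 repression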
Target sequence (P51843 207-470 limits assumed): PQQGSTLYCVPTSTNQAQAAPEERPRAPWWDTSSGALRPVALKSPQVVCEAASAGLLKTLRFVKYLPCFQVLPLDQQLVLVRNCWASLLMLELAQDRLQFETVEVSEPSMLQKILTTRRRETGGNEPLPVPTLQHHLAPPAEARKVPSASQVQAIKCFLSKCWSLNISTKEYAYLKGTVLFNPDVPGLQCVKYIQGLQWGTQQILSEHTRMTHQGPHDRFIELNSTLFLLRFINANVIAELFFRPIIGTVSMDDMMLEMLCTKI
NPR1 activator: GC-A (human) enzyme activation; P16066; HEK293 GC-A cells, cGMP TR-FRET, EC30 ANP; 0% at EC30 ANP, 100% saturating ANP; activation, % at 10 µM; actives 0.14% (n = 370,000); AID 1671463; in the data active = activation above about 40%
HGIII-sPLA2 inh: Inhibits HGIII-sPLA2 liposome hydrolysis, primary screen. QFRET BODIPY PC-A2 liposome hydrolysis, fluorescence. inhibition, % at 12.2 µM. actives 0.56% (n = 370,000);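 active = inhibition above mean plus 3 SD of compounds lying within the high and low control bounds, cut at about 19% in these data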;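 note: 0% = median of test compound wells and 100% = no enzyme DMSO wells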
Target sequence (Q9NZ20 whole entry, looked up): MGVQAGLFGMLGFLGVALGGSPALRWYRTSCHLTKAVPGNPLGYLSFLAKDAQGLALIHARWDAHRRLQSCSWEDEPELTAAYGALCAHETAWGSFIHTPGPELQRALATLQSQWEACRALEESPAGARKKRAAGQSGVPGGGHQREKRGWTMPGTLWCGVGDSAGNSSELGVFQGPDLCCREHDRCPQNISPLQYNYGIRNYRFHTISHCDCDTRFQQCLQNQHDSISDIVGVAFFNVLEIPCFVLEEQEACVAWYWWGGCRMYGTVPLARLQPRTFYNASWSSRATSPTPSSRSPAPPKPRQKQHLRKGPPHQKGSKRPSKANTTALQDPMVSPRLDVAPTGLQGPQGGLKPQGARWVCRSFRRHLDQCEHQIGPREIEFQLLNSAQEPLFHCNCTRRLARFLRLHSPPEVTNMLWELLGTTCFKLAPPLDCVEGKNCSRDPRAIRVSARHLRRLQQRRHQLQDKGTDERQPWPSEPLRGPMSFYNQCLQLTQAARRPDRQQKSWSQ
ssDAF-12 act: S. stercoralis DAF-12 activation, primary screen | HEK293 ssDAF-12/GRIP1 lit1-tk-luc reporter, luminescence; % of 3 µM dafachronic acid response | actives 1% (n = 370,000) | activation, % at 6.8 µM | AID 652126;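 active = activation above the mean over all tested compounds plus 3 SD, cut at about 0.9% in these data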;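 note: 0% = DMSO-only wells and 100% = 3 µM delta7-dafachronic acid wells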
GAA850 FXN act: increases GAA850 frataxin promoter reporter activity | HEK293 lucGAA850 FXN promoter luciferase reporter, 24 h; percent of 10 µM SAHA response | actives 0.56% (n = 360,000) | activation, % at 6 µM | AID 540364;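 active = activation above the average of all compounds screened plus 3 SD, cutoff fixed separately per campaign, cut at about 7.5% in these data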;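 note: 0% = DMSO wells and 100% = 10 µM SAHA wells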
hcDAF-12 act: H. contortus DAF-12 activation, primary screen | HEK293 hcDAF-12 lit1-tk-luc reporter, luminescence; 0% DMSO, 100% Δ7-dafachronic acid | activation, % at 6.8 µM | actives 1.4% (n = 370,000);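 active = activation above the mean of all tested compounds plus 3 SD, cut at about 5.5% in these data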;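 note: 100% = response to 3 µM Δ7-dafachronic acid high control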
SMARCA2 activ: SMARCA2 function activation, primary screen. MG213 cells, MMTV-luciferase reporter, dexamethasone, overnight. activation, % at 9.1 µM. actives 1% (n = 370,000); in the data active = activation above about 7.8%;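 note: 0% = vehicle wells and 100% = reference activator wells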
The depositor's hits bear a star.

For O=C(NN1CCOCC1)NC12CC3CC(CC(C3)C1)C2 the results were hgDAF12 agonist -2.8, DAX1 inh-1 0.1, GC-B act 2, proKLK7 act 0.0, DAX1 inh-2 0.9, NPR1 activator 1, HGIII-sPLA2 inh 8, ssDAF-12 act -1.1, GAA850 FXN act -0.3, hcDAF-12 act -0.1 and SMARCA2 activ 1.
`OC1(c2ccc(Br)cc2)CCN(Cc2cccc(Br)c2)CC1` gave hgDAF12 agonist -0.2, DAX1 inh-1 0.9, GC-B act -8, proKLK7 act 0.8, DAX1 inh-2 -0.5, NPR1 activator -8, HGIII-sPLA2 inh -4, ssDAF-12 act 0.0, GAA850 FXN act 0.3, hcDAF-12 act 2.2 and SMARCA2 activ 0.
Cc1ccc(CN2CCCNC2=O)cc1 was read as hgDAF12 agonist 1.4, DAX1 inh-1 -0.3, GC-B act -5, proKLK7 act 0.5, DAX1 inh-2 1.2, NPR1 activator 3, HGIII-sPLA2 inh 1, ssDAF-12 act -1.9, GAA850 FXN act 0.2, hcDAF-12 act -0.9 and SMARCA2 activ -1.
`Cc1ccc(N2CC(C(=O)Nc3nccs3)CC2=O)cc1Cl` (stereo unspecified) gave hgDAF12 agonist 6.7, DAX1 inh-1 0.1, GC-B act -1, proKLK7 act 1.0, DAX1 inh-2 0.2, NPR1 activator 2, HGIII-sPLA2 inh -3, ssDAF-12 act -1.2, GAA850 FXN act 1.2, hcDAF-12 act 2.1 and SMARCA2 activ 0.
`COc1cc2c(cc1OC)C1(C)N(CC2)C(C(C)=O)=NN1c1ccc(Cl)cc1` (stereo unspecified) gave hgDAF12 agonist -2.3, DAX1 inh-1 -0.2, GC-B act -8, proKLK7 act 9.2, NPR1 activator -15, HGIII-sPLA2 inh 20*, ssDAF-12 act -0.6, GAA850 FXN act 2.8, hcDAF-12 act -0.7 and SMARCA2 activ -3.
Screening COc1ccccc1N1C(=O)C2C(C(=O)c3ccccc3)=NN(c3ccc(Br)cc3)C2C1=O (stereo unspecified) returned hgDAF12 agonist 1.3, DAX1 inh-1 0.0, GC-B act -10, proKLK7 act 18*, NPR1 activator 9, HGIII-sPLA2 inh 0, ssDAF-12 act -0.7, GAA850 FXN act 0.4, hcDAF-12 act 1.1 and SMARCA2 activ 0.
Screening O=C1CCCC2(O)C1C(c1cccc(Br)c1)NC(=O)N2Cc1ccccc1 (stereo unspecified) returned hgDAF12 agonist -1.5, DAX1 inh-1 0.1, GC-B act -4, proKLK7 act -0.4, DAX1 inh-2 1.4, NPR1 activator -2, HGIII-sPLA2 inh 3, ssDAF-12 act -0.8, GAA850 FXN act -0.3, hcDAF-12 act -0.7 and SMARCA2 activ -3.
For CCCCNC(=O)C1C2C=CC(C2)C1C(=O)O (stereo unspecified) the results were hgDAF12 agonist 0.0, DAX1 inh-1 0.1, GC-B act 3, proKLK7 act -0.4, DAX1 inh-2 -0.5, NPR1 activator 3, HGIII-sPLA2 inh -3, ssDAF-12 act -1.5, GAA850 FXN act 1.2, hcDAF-12 act -1.9 and SMARCA2 activ -2.
For COc1cccc(NC(=O)C2C3C=CC4(O3)C2C(=O)N(CCCN2CCCC(C)C2)C4C(=O)NC2CCCCC2C)c1 (stereo unspecified) the results were hgDAF12 agonist 0.8, DAX1 inh-1 -0.3, GC-B act -1, proKLK7 act 0.5, DAX1 inh-2 -0.5, NPR1 activator 2, HGIII-sPLA2 inh -3, ssDAF-12 act -1.6, GAA850 FXN act 2.4, hcDAF-12 act 1.3 and SMARCA2 activ 3.
CCn1cc([N+](=O)[O-])c(C(=O)N2CCCc3ccccc32)n1 was read as hgDAF12 agonist 0.6, DAX1 inh-1 1.2, GC-B act -7, proKLK7 act 0.5, DAX1 inh-2 0.6, NPR1 activator 3, HGIII-sPLA2 inh -1, ssDAF-12 act -0.7, GAA850 FXN act 0.3, hcDAF-12 act -0.7 and SMARCA2 activ -2.
`CC(C)(C)c1csc(NC(=O)c2cccnc2Cl)n1` gave hgDAF12 agonist 1.6, DAX1 inh-1 0.1, GC-B act 4, proKLK7 act -0.1, DAX1 inh-2 1.7, NPR1 activator 1, HGIII-sPLA2 inh -6, ssDAF-12 act -0.2, GAA850 FXN act 2.4, hcDAF-12 act 2.0 and SMARCA2 activ -4.
Screening COC(=O)C[C@H]1CC[C@H]2[C@@H](COc3ccc(NC(=O)Nc4ccccc4)cc3C(=O)N2C)O1 returned hgDAF12 agonist 0.6, DAX1 inh-1 0.0, GC-B act -3, proKLK7 act 0.4, NPR1 activator 5, HGIII-sPLA2 inh -4, ssDAF-12 act -0.8, hcDAF-12 act -2.0 and SMARCA2 activ 1.
`CCCC(=O)N1CCCC1(C)C(=O)Nc1cc(OC)c(OC)c(OC)c1` (stereo unspecified) gave hgDAF12 agonist -1.6, DAX1 inh-1 -1.6, GC-B act 1, proKLK7 act 0.3, NPR1 activator -1, HGIII-sPLA2 inh -2, ssDAF-12 act -0.7, GAA850 FXN act -0.1, hcDAF-12 act -0.1 and SMARCA2 activ -2.
O=C(COC(=O)c1cc[n+]([O-])cc1)Nc1ccc([N+](=O)[O-])cc1 was read as hgDAF12 agonist 2.2, DAX1 inh-1 0.0, GC-B act 2, proKLK7 act 0.6, DAX1 inh-2 -1.3, NPR1 activator -4, HGIII-sPLA2 inh -3, ssDAF-12 act -1.5, GAA850 FXN act 1.6, hcDAF-12 act 1.9 and SMARCA2 activ 1.
For COC(=O)[C@]12C[C@H](CC(=O)NCC34CC5CC(CC(C5)C3)C4)C(=O)N(Cc3ccco3)C1=C[C@H](C(C)(C)C)O[C@@H]2C the results were hgDAF12 agonist -0.5, DAX1 inh-1 -1.1, GC-B act -17, proKLK7 act 0.6, NPR1 activator -21, HGIII-sPLA2 inh -13, ssDAF-12 act -1.8, hcDAF-12 act -4.0 and SMARCA2 activ 0.
CCN(CC(=O)Nc1ccc(NC(C)=O)cc1)C(=O)C1CCCN(C(=O)c2ccc(Cl)cc2)C1 (stereo unspecified) was read as hgDAF12 agonist 0.2, DAX1 inh-1 -1.1, GC-B act 1, proKLK7 act -0.4, DAX1 inh-2 0.8, NPR1 activator 0, HGIII-sPLA2 inh -2, ssDAF-12 act -1.2, GAA850 FXN act -0.1, hcDAF-12 act -0.9 and SMARCA2 activ 2.
COc1ccc(NC(=O)COC(=O)CCNS(=O)(=O)c2ccccc2)cc1OC was read as hgDAF12 agonist -1.1, DAX1 inh-1 0.5, GC-B act 2, proKLK7 act 0.1, DAX1 inh-2 2.8, NPR1 activator 5, HGIII-sPLA2 inh 1, ssDAF-12 act -1.4, GAA850 FXN act 1.1, hcDAF-12 act -0.8 and SMARCA2 activ 0.
`CCOC(=O)c1ccc(NC(=O)CSc2nc(N3CCOCC3)nc(N3CCOCC3)n2)cc1` gave hgDAF12 agonist 0.9, DAX1 inh-1 -0.8, GC-B act -2, proKLK7 act -0.4, DAX1 inh-2 0.2, NPR1 activator -2, HGIII-sPLA2 inh 2, ssDAF-12 act -0.5, GAA850 FXN act 1.0, hcDAF-12 act -0.5 and SMARCA2 activ -2.
`COc1ccccc1CNC(=O)CN1CCC(NC(=O)c2ccccc2F)CC1` gave hgDAF12 agonist -0.1, DAX1 inh-1 -0.1, GC-B act 3, proKLK7 act 0.3, DAX1 inh-2 -0.3, NPR1 activator 0, HGIII-sPLA2 inh 7, ssDAF-12 act -1.1, GAA850 FXN act 2.7, hcDAF-12 act -0.1 and SMARCA2 activ -3.
Screening COc1ccccc1C(=O)COC(=O)CN1C(=O)c2ccccc2C1=O returned hgDAF12 agonist -1.0, DAX1 inh-1 0.0, GC-B act -2, proKLK7 act 0.4, DAX1 inh-2 1.0, NPR1 activator 0, HGIII-sPLA2 inh 7, ssDAF-12 act -0.6, GAA850 FXN act -0.7, hcDAF-12 act -1.2 and SMARCA2 activ -1.
For COc1ccc(-n2c(=O)c3ccccc3n(CC(=O)NC3CCCCC3)c2=O)c(OC)c1 the results were hgDAF12 agonist 1.3, DAX1 inh-1 -0.4, GC-B act -2, proKLK7 act 0.4, DAX1 inh-2 -1.1, NPR1 activator 3, HGIII-sPLA2 inh 2, ssDAF-12 act -0.7, GAA850 FXN act 0.1, hcDAF-12 act -1.3 and SMARCA2 activ -4.
Screening COc1ccc(C2CC(=O)C(c3ccc(Br)cc3)=CN2Cc2ccccc2)cc1 (stereo unspecified) returned hgDAF12 agonist 3.6, DAX1 inh-1 -0.6, GC-B act 2, proKLK7 act -1.7, NPR1 activator 1, HGIII-sPLA2 inh -1, ssDAF-12 act -0.5, hcDAF-12 act -1.1 and SMARCA2 activ -3.
Screening N#C/C(=C\c1ccc(-c2ccccc2[N+](=O)[O-])o1)C(=O)N1CCOCC1 returned hgDAF12 agonist 1.1, DAX1 inh-1 -0.1, GC-B act 3, proKLK7 act -0.1, DAX1 inh-2 0.4, NPR1 activator 2, HGIII-sPLA2 inh 0, ssDAF-12 act -1.1, GAA850 FXN act 1.5, hcDAF-12 act -1.3 and SMARCA2 activ -2.
COC(=O)c1cc(Nc2cc(C)c3ccc(O)cc3n2)cc(C(=O)OC)c1 was read as hgDAF12 agonist -1.3, DAX1 inh-1 -0.9, GC-B act 4, proKLK7 act -6.8, DAX1 inh-2 -2.0, NPR1 activator -5, HGIII-sPLA2 inh -65, ssDAF-12 act -1.8, GAA850 FXN act 1.0, hcDAF-12 act -2.9 and SMARCA2 activ -1.
`CC1CC(C)CN(C(=O)COC(=O)c2ccc(Cl)nc2)C1` (stereo unspecified) gave hgDAF12 agonist 1.1, DAX1 inh-1 3.5, GC-B act 7, proKLK7 act 0.3, DAX1 inh-2 -0.2, NPR1 activator 2, HGIII-sPLA2 inh 1, ssDAF-12 act -0.5, GAA850 FXN act 2.2, hcDAF-12 act 0.9 and SMARCA2 activ -1.
Screening O=C(NCCc1ccccc1)C(=O)NC1CCCCC1 returned hgDAF12 agonist 2.2, DAX1 inh-1 0.8, GC-B act 1, proKLK7 act -0.1, DAX1 inh-2 0.7, NPR1 activator 5, HGIII-sPLA2 inh -3, ssDAF-12 act -0.3, GAA850 FXN act 2.8, hcDAF-12 act -2.1 and SMARCA2 activ 5.
`O=C(Cn1cnc([N+](=O)[O-])n1)N/N=C/c1cc(Cl)ccc1O` gave hgDAF12 agonist -6.5, DAX1 inh-1 -1.1, GC-B act 0, proKLK7 act 0.1, DAX1 inh-2 -2.8, NPR1 activator 2, HGIII-sPLA2 inh -13, ssDAF-12 act -1.6, GAA850 FXN act -4.5, hcDAF-12 act 0.4 and SMARCA2 activ -2.

Two entries picked at random from those above:
For COc1ccc(-n2c(=O)c3ccccc3n(CC(=O)NC3CCCCC3)c2=O)c(OC)c1 the results were hgDAF12 agonist 1.3, DAX1 inh-1 -0.4, GC-B act -2, proKLK7 act 0.4, DAX1 inh-2 -1.1, NPR1 activator 3, HGIII-sPLA2 inh 2, ssDAF-12 act -0.7, GAA850 FXN act 0.1, hcDAF-12 act -1.3 and SMARCA2 activ -4.
Screening COc1ccc(C2CC(=O)C(c3ccc(Br)cc3)=CN2Cc2ccccc2)cc1 (stereo unspecified) returned hgDAF12 agonist 3.6, DAX1 inh-1 -0.6, GC-B act 2, proKLK7 act -1.7, NPR1 activator 1, HGIII-sPLA2 inh -1, ssDAF-12 act -0.5, hcDAF-12 act -1.1 and SMARCA2 activ -3.
